Gli-Sufu block: Gli-Sufu pathway antagonism | inhibition, % at 5 µM | Sufu-KO-LIGHT fibroblasts, Gli luciferase reporter luminescence | 340,000 compounds, 0.74% hits;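 active means inhibition above about 55%, limit read from the data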;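 further: 0% = DMSO-treated cells and 100% = wells with medium but no cells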
697 NFkB inh: inhibitors of the PMA/ionomycin-induced NF-kB reporter in 697 B cells; 697 B-cell NF-kB luciferase reporter, 16 h; inhibition, % at 4 µM; 330,000 compounds, 0.33% hits; AID 435022; in the data active means inhibition above about 35%
Jurkat NFkB inh: inhibitors of the PMA/ionomycin-induced NF-kB reporter in Jurkat cells | PMA/ionomycin-induced NF-kB luciferase reporter, luminescence | 330,000 compounds, 0.53% hits | inhibition, % at 4 µM; in the data active means inhibition above about 50%
CCR6 antag: antagonists of human CCR6 receptor | P51684 | CHO-K1 CCR6 PathHunter beta-arrestin, luminescence, CCL20-stimulated | inhibition, % at 20 µM | 340,000 compounds, 0.49% hits;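 active means compounds whose inhibition of the agonist-driven luminescence signal at 20 µM reaches about 50%, limit read from the data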;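 further: cells stimulated with CCL20 at 14 nM final; plate controls were DMSO with CCL20 for no effect and DMSO without agonist for full effect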
Target sequence (P51684 whole entry, looked up): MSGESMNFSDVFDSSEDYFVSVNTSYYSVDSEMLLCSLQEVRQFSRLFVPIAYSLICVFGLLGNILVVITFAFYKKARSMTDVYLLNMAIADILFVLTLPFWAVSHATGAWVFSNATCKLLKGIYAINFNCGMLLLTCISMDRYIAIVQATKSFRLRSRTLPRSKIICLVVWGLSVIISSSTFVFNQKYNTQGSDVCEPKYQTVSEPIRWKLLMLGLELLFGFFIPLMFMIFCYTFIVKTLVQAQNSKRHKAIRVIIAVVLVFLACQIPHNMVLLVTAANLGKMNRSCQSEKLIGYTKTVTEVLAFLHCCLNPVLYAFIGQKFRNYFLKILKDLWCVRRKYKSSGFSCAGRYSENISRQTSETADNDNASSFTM
CXCR6 inh: CXCR6 (human) receptor inhibition; O00574; CHO-K1 PathHunter CXCR6 beta-arrestin, luminescence; inhibition, % at 20 µM; 360,000 compounds, 0.36% hits; in the data active means inhibition above about 34%, passing the limit was not always enough;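 further: antagonist mode with CXCL16 agonist at 10 nM final; 0% = 10 nM CXCL16 with DMSO and 100% = unstimulated wells without agonist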
APJ antagonist: blocks the human apelin receptor APJ. P35414. CHO-K1 APJ beta-arrestin complementation, luminescence. inhibition, % at 20 µM. 330,000 compounds, 0.32% hits. AID 2521;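 active means inhibition above about 40% at 20 µM, limit read from the data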;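 further: cells challenged with 10 nM apelin-13 agonist together with compound; plate controls were apelin-13 plus DMSO wells for no effect and DMSO wells lacking apelin-13 for full effect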
Target sequence (P35414 whole entry, looked up): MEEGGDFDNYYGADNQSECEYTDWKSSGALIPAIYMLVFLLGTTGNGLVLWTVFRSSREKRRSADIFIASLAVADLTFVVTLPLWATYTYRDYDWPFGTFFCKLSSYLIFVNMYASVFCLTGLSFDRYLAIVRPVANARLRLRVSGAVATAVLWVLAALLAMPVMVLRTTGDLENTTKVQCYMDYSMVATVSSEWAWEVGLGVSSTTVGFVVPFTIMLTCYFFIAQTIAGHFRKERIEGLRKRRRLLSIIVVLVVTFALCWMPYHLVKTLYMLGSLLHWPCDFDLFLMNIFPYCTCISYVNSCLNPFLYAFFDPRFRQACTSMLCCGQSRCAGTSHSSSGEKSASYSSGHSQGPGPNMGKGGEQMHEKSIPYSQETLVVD
EBI2 antag: antagonists of human EBI2 receptor | P32249 | EBI2 beta-arrestin recruitment, luminescence, 7a,25-OHC stimulated | inhibition, % at 5 µM | 360,000 compounds, 0.81% hits | AID 651636; in the data active means inhibition above about 38%;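 further: enzyme fragment complementation signal reports receptor beta-arrestin coupling in cells; 0% = agonist plus DMSO wells and 100% = wells without agonist; some results beyond the cut were filed as inactive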
UBC13 polyUb: blocks human UBC13 polyubiquitin chain formation. inhibition, % at 20 µM. TR-FRET. P61088. 330,000 compounds, 0.47% hits; in the data active means inhibition above about 45%, passing the limit was not always enough
Target sequence (P61088 whole entry, looked up): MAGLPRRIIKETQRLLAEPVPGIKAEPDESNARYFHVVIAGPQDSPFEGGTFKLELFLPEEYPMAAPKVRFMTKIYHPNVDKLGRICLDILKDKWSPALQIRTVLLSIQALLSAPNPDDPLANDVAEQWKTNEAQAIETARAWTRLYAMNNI
Starred values were filed as active, the others as inactive; x = not tested or not shown.

Sample of the layout (two entries):
SMILES	Gli-Sufu block	697 NFkB inh	Jurkat NFkB inh	CCR6 antag	CXCR6 inh	APJ antagonist	EBI2 antag	UBC13 polyUb
O=C(NCC(c1cccnc1)N1CCN(c2ccccc2)CC1)C1CCCCC1 (stereo unspecified)	1	18	-8	-3	5	8	6	6
CCCCCCCN1C2=NCCN2c2ccccc21	10	-14	19	14	-6	3	-8	12

Results, previewed entries included:
SMILES	Gli-Sufu block	697 NFkB inh	Jurkat NFkB inh	CCR6 antag	CXCR6 inh	APJ antagonist	EBI2 antag	UBC13 polyUb
O=C(NCC(c1cccnc1)N1CCN(c2ccccc2)CC1)C1CCCCC1 (stereo unspecified)	1	18	-8	-3	5	8	6	6
CCCCCCCN1C2=NCCN2c2ccccc21	10	-14	19	14	-6	3	-8	12
O=C1CN(S(=O)(=O)c2ccccc2C(F)(F)F)CCN1	5	4	-1	-5	-2	-8	-2	-6
O=C(NC1CCCCCC1)C1CC(=O)N(c2ccc(Cl)cc2)C1 (stereo unspecified)	-8	12	13	2	2	-4	28	-1
CCn1cc(/C=N\NC(=O)c2csc3ccccc23)c(C)n1	-5	-10	-17	4	-1	-9	2	7
NC(=O)C1CCN(CC(=O)Nc2ccccc2C(=O)NC2CC2)CC1	2	3	-2	-1	1	7	-2	-3
COc1ccc(CCNC(=O)COC(=O)/C=C/c2ccc(OC)cc2OC)cc1	4	-36	-24	8	2	6	6	-8
C=CCc1cc(C=O)cc(OC)c1OCc1ccc(Cl)cc1	-6	-11	3	15	-1	11	-17	-14
CCN(c1ccccc1)S(=O)(=O)c1ccc2c(c1)OCCO2	-8	-5	15	8	-8	8	0	20
Cc1ccc(NC(=O)CCCNC(=O)c2ccc(Cl)cc2)cc1S(=O)(=O)N1CCOCC1	0	16	-4	0	0	-5	-10	8
O=C(NC(Cc1ccccc1)C(=O)O)/C(=C/c1ccc(F)cc1)NC(=O)c1ccccc1 (stereo unspecified)	-32	6	12	-10	1	-7	-6	-6
CCOc1cccc(C(=O)NC(=S)Nc2ccc(N3CCN(CC)CC3)cc2)c1	29	-26	-14	10	16	-1	18	10
O=C(Nc1ccc(O)cc1)N1CCOCC1	2	2	0	-8	-11	6	0	-10
CCOc1ccc(S(=O)(=O)N2CCCC(C(=O)NCc3ccccc3)C2)cc1 (stereo unspecified)	-15	-11	8	8	-3	16	-4	-2
Cc1ccc(N/C=C(\C2OC(=O)c3ccccc32)[N+](=O)[O-])c(C)c1 (stereo unspecified)	0	-2	11	19	1	2	-17	-8
Nc1ccnn1Cc1cccnc1	-9	3	-1	-6	-3	-6	-6	0
COc1ccc(-c2c(C#CC(C)(C)O)c3ccccc3n2C)cc1	8	3	0	21	-1	-8	-3	-7
CC(C)NC(=O)COC(=O)Cn1[nH]c(=O)c2ccccc2c1=O	-5	21	4	11	-9	24	-2	3
Cc1ccc(Nc2ncc3c(=O)[nH][nH]c(=O)c3n2)cc1	5	x	x	5	4	x	-5	x
COc1ccc(C2OC3=C(Nc4cc(C)c(C)cc4N3)C2=O)cc1 (stereo unspecified)	-23	-71	-58	21	-1	8	-9	1
O=C(NCCOc1ccccc1)C1CCC(=O)N(CCCN2CCCC2=O)C1 (stereo unspecified)	-4	18	2	15	-5	17	2	-8
CCC(C(=O)Nc1ccc(N2CCOCC2)c(S(=O)(=O)Nc2ccccc2OC)c1)c1ccccc1 (stereo unspecified)	20	0	3	-1	8	4	14	-9
CC(Sc1nnc(COc2ccc(Cl)cc2)o1)C(=O)Nc1ccc(N2CCOCC2)cc1 (stereo unspecified)	1	-5	-2	9	-2	7	0	-4
Cc1oc2ccc(O)cc2c1C(=O)c1ccc(Cl)cc1	-28	-21	-10	8	-3	1	-1	1
Cc1oc2c(C)c3oc(=O)c(CCC(=O)NCCN4CCOCC4)c(C)c3cc2c1C	1	0	3	17	6	0	0	10
COc1cccc(NC(=O)CN(C)C(=O)c2cccc(S(=O)(=O)Nc3ccccc3OC)c2)c1	0	8	6	12	4	-1	-2	1
COc1ccc(C)cc1NS(=O)(=O)c1cccc2nonc12	21	-4	-5	11	8	7	-11	-11
CCC1=NN(C(=O)CCc2ccccc2)C(O)(C(F)(F)F)C1 (stereo unspecified)	1	0	-4	-17	-4	4	9	0
O=C(NCc1ccco1)c1ccc(C(=O)NCc2ccco2)cc1	-3	x	x	1	-4	x	-8	x
O=C(NCc1cccnc1)c1cc([N+](=O)[O-])ccc1N1CCOCC1	-6	1	0	0	2	6	8	13
O=C(NCCc1ccc(Cl)cc1)Nc1ccc(Cl)cc1	2	-8	-5	3	4	7	27	1
CC(CNCC1CCCO1)COc1cccc2ccccc12 (stereo unspecified)	9	0	15	27	-5	23	-1	4
O=C(OCCOc1ccccc1Cl)c1ccc(-n2cnnn2)cc1	-4	-9	11	7	-2	2	-2	-8
Cc1ccc(N2CCN(S(=O)(=O)N(C)C)CC2)cc1C	-5	-18	-29	-13	3	-9	8	-3
CS(=O)(=O)Nc1ccc(N2CCCCC2)c(Cl)c1	1	3	11	6	-12	2	-7	2
Cn1nnnc1SC(C(=O)Nc1ccc(F)cc1)c1ccccc1 (stereo unspecified)	5	16	6	16	2	5	-7	-1
N#Cc1c(-c2ccccc2)cc(-c2ccccc2)nc1SCC(=O)O	5	-20	-20	8	1	-13	19	1
CC(CCc1ccc(O)cc1)NCc1ccc(Br)cc1 (stereo unspecified)	18	-13	10	9	-16	-2	7	-2
Cc1ccc(OCC(=O)N/N=C\c2ccc(C)o2)c(C)c1	7	11	-6	-6	-7	-2	0	1
O=C(Nc1ccc(Br)cn1)C1CCCN1S(=O)(=O)c1ccccc1 (stereo unspecified)	-6	4	13	3	6	1	1	8
CC1(C)CC(=O)c2c(oc3cc(O)c(O)cc23)C1	7	-18	16	-1	0	-8	-5	9
CCN(C(=O)Nc1cccc(Cl)c1)c1ccccc1	7	1	7	11	2	14	-5	10
Cc1ccccc1OCCCC(=O)NC1CCCCC1	-5	3	-16	15	4	-1	-6	-5
COc1cccc(-n2nc(C(=O)NCC3CCCO3)c3ccccc3c2=O)c1 (stereo unspecified)	7	5	3	9	5	-4	2	-4
O=C(Nc1ccc(Cl)c(S(=O)(=O)N2CCOCC2)c1)[C@@H]1CCCN1C(=O)c1cccs1	-16	10	-13	-7	-4	-1	-2	6
NC(=O)C1CCN(CC(=O)Nc2cc(Cl)ccc2Oc2ccccc2)CC1	13	3	-3	12	0	18	-4	20
COc1ccc(C2C3=C(CC(C)(C)CC3=O)Oc3ncn4nc(-c5cccnc5)nc4c32)cc1 (stereo unspecified)	11	10	9	15	4	2	4	-10
CC(NC(=O)c1c(O)c2ccccc2[nH]c1=O)c1ccccc1 (stereo unspecified)	-7	-4	-3	-14	-5	-9	-8	6
Nn1c(Cc2cccc3ccccc23)nnc1SCC(=O)NC1CCS(=O)(=O)C1 (stereo unspecified)	-7	-7	-1	-8	0	-7	-10	6
COc1ccc(NC(=O)COC(=O)Cc2cccs2)cc1OC	-3	14	-3	0	4	0	0	0
CC(=O)N1CCCc2cc(S(=O)(=O)N3CCCC(C(=O)Nc4cccc(F)c4)C3)ccc21 (stereo unspecified)	16	9	9	9	-4	17	-5	4
Cc1cccc(NC(=O)CSc2nc(=O)n(CCN3CCOCC3)c3c2CCCC3)c1C	14	19	13	4	-2	5	-4	0
CCCCN(CCCC)S(=O)(=O)c1ccc(C(=O)Nc2nnc(CSC)o2)cc1	4	-45	-2	2	11	17	9	-22
CC1Cc2ccccc2N1S(=O)(=O)c1cccc(C(=O)Nc2cccnc2)c1 (stereo unspecified)	1	-1	5	20	-9	-1	3	-4
Cc1ccc2nc3c(cc(C(=O)NC4CCS(=O)(=O)C4)n3Cc3ccccc3)c(=O)n2c1 (stereo unspecified)	6	2	6	10	-11	7	3	16
CCCn1c(N)c(C(=O)CN(C)CC(=O)Nc2ccc(F)cc2)c(=O)[nH]c1=O	1	14	1	5	9	-14	-5	1
CCC(C)NC(=O)c1ccccc1NS(=O)(=O)c1ccc(OC)c(OC)c1 (stereo unspecified)	2	14	0	-1	2	20	-1	-2
CCOC(=O)/C(C#N)=C/c1c[nH]c2ccccc12	20	-65	-3	12	1	-3	-23	-18
CCc1cc(C(=O)NC(C)C2CCCO2)cs1 (stereo unspecified)	-12	-9	-35	-1	-7	-9	-13	-14
Cc1nc2c(-c3ccc(F)cc3)c(C)nn2c(N2CCOCC2)c1C	-5	-1	2	-9	7	11	-22	12

Pulled one by one from the entries so far (4):
SMILES	Gli-Sufu block	697 NFkB inh	Jurkat NFkB inh	CCR6 antag	CXCR6 inh	APJ antagonist	EBI2 antag	UBC13 polyUb
CC(=O)N1CCCc2cc(S(=O)(=O)N3CCCC(C(=O)Nc4cccc(F)c4)C3)ccc21 (stereo unspecified)	16	9	9	9	-4	17	-5	4
Nn1c(Cc2cccc3ccccc23)nnc1SCC(=O)NC1CCS(=O)(=O)C1 (stereo unspecified)	-7	-7	-1	-8	0	-7	-10	6
Cc1ccc2nc3c(cc(C(=O)NC4CCS(=O)(=O)C4)n3Cc3ccccc3)c(=O)n2c1 (stereo unspecified)	6	2	6	10	-11	7	3	16
COc1ccc(NC(=O)COC(=O)Cc2cccs2)cc1OC	-3	14	-3	0	4	0	0	0

Remaining list, next part
SMILES	Gli-Sufu block	697 NFkB inh	Jurkat NFkB inh	CCR6 antag	CXCR6 inh	APJ antagonist	EBI2 antag	UBC13 polyUb
Brc1ccc(-c2nc3ccccc3s2)s1	-118	-170	-164	13	6	0	6	15
CC1(c2ccc(OC(F)F)cc2)NC(=O)N(CC(=O)Nc2ccc3[nH]c(=O)[nH]c3c2)C1=O (stereo unspecified)	-2	-9	12	-8	3	4	-13	-14
COC(=O)[C@H]1CN(C(=O)c2ccccc2)C(=O)N1	-10	4	20	3	12	-62	-9	7
O=[N+]([O-])c1cc(Br)cc(C=Nc2ccc3c(c2)OCO3)c1O	13	7	-9	18	10	-3	1	-14
COc1cc(/C=C2/C(=O)NN(c3ccc(Cl)cc3)C2=O)cc(OC)c1O	-1	19	14	42	34	41*	8	-256
O=c1c2cnn(-c3ccccc3)c2ncn1Cc1ccccc1	0	-3	4	5	2	14	-6	8
CCOc1cc(NC(=S)NCCOC)c(OCC)cc1NC(=O)c1cccs1	30	-10	-2	10	x	11	x	-6
Cc1ccc(S(=O)(=O)C2(S(=O)(=O)c3ccc(C)cc3)CC2)cc1	0	-5	9	10	-4	21	10	4
COc1cc(/C=N/NC(=O)Cn2cnc3c2c(=O)n(C)c(=O)n3C)cc(OC)c1OC	2	8	-6	8	-5	-3	-13	-4
O=C(NCCC1=CCCCC1)c1cc(S(=O)(=O)N2CCOCC2)ccc1F	5	-4	-11	3	5	-53	-2	3
CC1CC(=O)c2cnc(NCC3CCCO3)nc2C1 (stereo unspecified)	-3	-2	-5	-3	-6	-11	-6	-1
O=C(NCCC(c1ccccc1)c1ccccc1)c1cccs1	3	-39	-7	12	12	1	8	-19
COc1ccc(NC(=O)c2ccc(NC(=O)COC(=O)CC(NC(=O)c3ccccc3Cl)c3ccccc3)cc2)cc1 (stereo unspecified)	-11	-20	-13	6	-4	2	42	2
COc1ccc(/C=N/Nc2ccc(C(F)(F)F)cc2[N+](=O)[O-])cc1O	4	-14	-12	-8	8	-6	3	-57
CC1=NN(C(N)=S)C(=O)C1N=Nc1cc(Cl)ccc1Cl (stereo unspecified)	26	-31	-9	32	16	36	10	-16
O=C(Cn1nc(C(=O)O)c2ccccc2c1=O)Nc1ccccc1C(F)(F)F	79*	-15	-6	8	2	6	7	-2
Cc1cccc(CN2CCC(CNC(=O)C3CCCN(S(=O)(=O)c4cnc[nH]4)C3)CC2)c1 (stereo unspecified)	4	x	x	-5	-3	x	-4	x
C/C=C/C=C/C(=O)Nc1nccs1	-1	-4	-1	-5	12	17	-5	2
COc1ccc(NC(=O)COC(=O)c2cc(C)oc2C)c([N+](=O)[O-])c1	-8	2	4	3	-9	0	2	-3
O=C(CCCCCN1C(=O)c2cccc([N+](=O)[O-])c2C1=O)Nc1ccccc1F	-5	1	11	6	-8	-12	-2	16
COc1cc(OC)cc(-c2c(C#Cc3ccsc3)c3cc(-c4ccc(OC)c(OC)c4)ccc3n2C)c1	1	-6	-6	15	1	5	-10	11
COC(=O)c1ccc(NC(=O)CCCN2C(=O)NC(C)(C)C2=O)cc1	-1	-14	10	14	-10	8	-3	-5
CCOc1cc(Br)cc(/C=C2\SC(=Nc3ccccc3)NC2=O)c1O	-4	-16	6	1	-5	11	18	-53

Bioassay records (PubChem BioAssay)
